# From PubChem BioAssay
# MT1-MMP act inh = blockers of MT1-MMP proenzyme processing, primary screen, HT1080 RFP-PRO-GFP cells, GFP/RFP fluorescence | Matrix metalloproteinase-14 (Homo sapiens), P50281 | GFP/RFP ratio fluorescence, overnight; percent of plate control window, DMSO zero | GFP/RFP ratio change, % at 20 µM | 360,000 tested, 0.061% active | AID 651647, 2012;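 active means GFP/RFP ratio change of at least 30% with cell ATP level not reduced by more than half and red fluorescence within 50% of control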; further: strong numbers were not always called active
#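 Material: RFP-PRO-GFP reporter HT1080 cells. Dosing: single-point 20 µM compound, 1% DMSO. Controls: DMSO and RFP-L50D-GFP cell wells. Timing: cells overnight before dosing, compound overnight, 37 °C, 5% CO2. Measure: GFP/RFP fluorescence ratio.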
# SKN-1 inh = suppressors of acrylamide-induced Pgst-4::GFP reporter in worms, primary screen, SKN-1 inhibitor project, whole organism, uHTS, GFP/RFP fluorescence ratio, strain VP596 | C. elegans VP596 Pgst-4::GFP/RFP ratio, 24 h | inhibition, % at 21.8 µM | 360,000 tested, 0.49% active | AID 624304, 2012;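 active means interference check ratio from 0.5 to 1.5 plus GFP to RFP signal ratio inhibition reaching or exceeding a fixed threshold, cut at about 30% in these data, passing the limit was not always enough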; further: some compounds called inactive have numbers as strong as hits
# CendR NRP1 mod = modulators of CendR peptide binding to NRP-1, primary screen, biochemical, fluorescence polarization, uHTS | FAM-RPARPAR peptide binding to NRP-1 | inhibition, % at 25 µM | 360,000 tested, 0.85% active;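 active means inhibition or corrected inhibition above about 18%, plus a signal ratio from 0.5 to 1.5, limit read from the data, passing the limit was not always enough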; further: strong numbers were not always called active
# E coli Lon inh = inhibitors of E. coli Lon protease, primary screen, biochemical, fluorescence polarization; inhibition, % at 7.94 µM; purified E. coli Lon protease; 360,000 tested, 0.42% active; P0A9M0; AID 602123, 2011; in the data active means inhibition above about 13%, passing the limit was not always enough;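 further: 0% = enzyme with probe and DMSO and 100% = no enzyme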
# TbMetRS inhib = T. brucei MetRS inhibitors, primary screen, biochemical, luminescence | methionyl-tRNA synthetase (Trypanosoma brucei brucei) | AID 624268, 2012 | inhibition, % at 11.9 µM | purified T. brucei MetRS, ATP depletion, Kinase-Glo luminescence | 360,000 tested, 0.4% active;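 active means inhibition above a per-plate cutoff of the control wells' mean inhibition plus 3 SD, cut at about 5.5% in these data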;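 further: 0% = DMSO wells median and 100% = median of wells with control inhibitor compound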
#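 Dosing: 11.9 µM single point; system: parasite MetRS enzyme; technique: luminescence of leftover ATP; times: 15 min enzyme-compound preincubation, 2 h reaction, 10 min detection, 25 °C; replicates: each compound tested once; read-out basis: percent inhibition relative to median high and low control wells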
# bovine MsrA act = bovine MsrA enzyme activators, primary screen, biochemical, absorbance, HTS; Methionine sulfoxide reductase A (Bos taurus); purified bovine MsrA, absorbance read-out; activation, % at 10.6 µM; 360,000 tested, 0.3% active; AID 602163, 2012; in the data active means activation above about 7.5%;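 further: 0% = vehicle and 100% = reference activator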
# FAS TE block = FAS thioesterase domain inhibitors, primary screen, biochemical, fluorescence intensity, uHTS | Fatty acid synthase (Homo sapiens), P49327 | recombinant FAS-TE, OMFH fluorogenic substrate, fluorescence endpoint | inhibition, % at 15 µM | 360,000 tested, 0.67% active | AID 602261, 2012;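 active means compounds whose normalised, plate-corrected inhibition of enzyme fluorescence in the single-dose primary screen is 50% or more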;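 further: 0% = DMSO with enzyme and 100% = substrate without enzyme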
# MsrA inh = bovine MsrA enzyme inhibitors, primary screen, biochemical, absorbance, HTS. AID 651718, 2012. purified bovine MsrA, absorbance read-out. 360,000 tested, 0.75% active. inhibition, % at 15.5 µM; in the data active means inhibition above about 4.5%;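 further: 0% = vehicle wells with enzyme and 100% = reference inhibitor wells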
# PABP1 MLLE inh = inhibitors of PABP1 MLLE–PAM2 peptide binding, primary screen, biochemical, fluorescence polarization, FITC-PAM2, GST-MLLE; inhibition, % at 20 µM; 360,000 tested, 0.36% active; AID 588489, 2011; in the data active means inhibition above about 35%, passing the limit was not always enough;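 further: plate controls were DMSO wells with GST-MLLE for no effect and wells lacking GST-MLLE protein for full effect; some results filed as inactive read as strong as hits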
# * hit, by the source's call; i = inactive; . = no result given; & = joins results of further samples.
SMILES,MT1-MMP act inh,SKN-1 inh,CendR NRP1 mod,E coli Lon inh,TbMetRS inhib,bovine MsrA act,FAS TE block,MsrA inh,PABP1 MLLE inh
CCc1cccc(NC(=O)c2sc3nc4n(c(=O)c3c2C)CCC4)c1,2,5,-1,-9,0.1,-4,3,1.2,12
O=C(N1CCOCC1)C1(S(=O)(=O)c2ccccc2)CC=CC1,-2,-9,15,-7,-0.1,-3,-13,0.2,-2
NC1=NC(=O)C(=Cc2ccccc2)S1,-1,5,-10,-9,0.0,-11,-8,3.6,1
CCCCc1nc2ccccc2c(NC(=O)CN2CCCC2)c1CCC,4,8,-13,-2,-1.3,-4,-4,-0.1,2
CC(C)(C)NC(=O)C(c1ccc(-c2ccccc2)cc1)n1c(=O)c(-c2ccccc2)nc2ccccc21 (stereo not given),-17,-19,15,.,0.1,.,.,1.9,.
O=C(c1ccccc1)N1CCN(c2ncnc3c(-c4ccccc4)nsc23)CC1,2,0,12,-5,-0.7,-4,-26,-1.1,0
CCCCc1ccc(S(=O)(=O)NCCCN2CCCC2=O)cc1,4,2,-2,-2,-0.1,-2,4,-1.2,-7
CCOc1cccc(C(=O)N(Cc2ccco2)C2CCS(=O)(=O)C2)c1 (stereo not given),0,-15,-3,0,-0.5,0,-2,0.0,-7
Cn1c(Cc2ccccc2)[n+](C)c2ccccc21,-3,7,4,6,-1.0,-11,-2,-1.2,-4
CCOc1ccc(N2C(=O)CC(SC(=NC)Nc3ccc(F)cc3)C2=O)cc1 (stereo not given),-14,17,4,1,-0.6,-2,18,-0.3,-6
N/C(=N\OC(=O)COc1ccc(Cl)cc1)c1cccnc1,4,37*,-1,-12,-0.8,-5,-3,0.7,-5
C[C@@H]1[C@H]2[C@@H]3CC[C@@H](C3)[C@H]2CN[C@H]1c1cn(Cc2ccccc2)c2ccccc12,5,18,7,-5,-1.9,-2,3,-0.8,5

# Compound profiles, from the list above. Order of values: MT1-MMP act inh | SKN-1 inh | CendR NRP1 mod | E coli Lon inh | TbMetRS inhib | bovine MsrA act | FAS TE block | MsrA inh | PABP1 MLLE inh
# Shown for `NC1=NC(=O)C(=Cc2ccccc2)S1` → -1 | 5 | -10 | -9 | 0.0 | -11 | -8 | 3.6 | 1
# Shown for `C[C@@H]1[C@H]2[C@@H]3CC[C@@H](C3)[C@H]2CN[C@H]1c1cn(Cc2ccccc2)c2ccccc12` → 5 | 18 | 7 | -5 | -1.9 | -2 | 3 | -0.8 | 5
# Shown for `CCCCc1ccc(S(=O)(=O)NCCCN2CCCC2=O)cc1` → 4 | 2 | -2 | -2 | -0.1 | -2 | 4 | -1.2 | -7
# Shown for `Cn1c(Cc2ccccc2)[n+](C)c2ccccc21` → -3 | 7 | 4 | 6 | -1.0 | -11 | -2 | -1.2 | -4

# (continued)
SMILES,MT1-MMP act inh,SKN-1 inh,CendR NRP1 mod,E coli Lon inh,TbMetRS inhib,bovine MsrA act,FAS TE block,MsrA inh,PABP1 MLLE inh
CN1CCN(C(=O)c2cc3cc(F)ccc3[nH]2)CC1,5,12,1,-8,-0.2,-2,3,-2.1,0
O=C(NC1CCCCC1)c1[nH]c(C(F)(F)F)nc1-c1ccccc1,1,-11,12,-7,-0.2,4,-10,1.6,12
Cc1ccc(S(=O)(=O)NCC(=O)N2CCN(c3ccccn3)CC2)cc1,5,13,-4,2,-0.4,-1,-7,0.1,3
Cc1ccccc1CSc1nc2c(c(=O)[nH]1)CCC2,.,-21,-5,-1,-0.9,-14,-7,.,2
Cc1ccc(N(CC(=O)NCC2CCCO2)C(=O)CCC(=O)Nc2nccs2)cc1C (stereo not given),-1,2,4,-3,0.2,-2,-4,-2.1,6
Cc1ccc2c(C)nc(SC(C(=O)c3ccccc3)c3ccccc3)nc2c1 (stereo not given),0,-4,7,-12,0.8,-3,14,-1.2,-11
CCN(CC)c1ccc(C(=O)Nc2cccc(F)c2)cc1,0,8,12,3,0.3,0,17,3.1,5
O=C(N/N=C1\CCCc2ccccc21)c1ccc([N+](=O)[O-])cc1,2,8,2,-6,0.0,-2,7,0.2,23
OC(Cn1cncn1)c1ccc(Cl)cc1 (stereo not given),4,-18,5,-11,-0.7,-3,-9,-1.4,9
CCC(CC)C(=O)Nc1ccccc1NC(C)=O,-2,-8,0,1,-1.0,-2,-3,0.0,-3
CCn1c2ccccc2c2cc(NC(=O)COC(=O)c3ccc(O)cc3)ccc21,2,-8,10,-18,-0.4,4,20,-0.3,-4
CSc1nc2c(c(=O)n1-c1ccc(F)cc1)SCC2,-6,3,-5,4,0.1,-4,-8,2.3,6
Cc1ccc(-c2csc(NC(=O)c3ccc(C)o3)n2)cc1,0,12,8,4,0.1,-1,25,1.1,-6
Cc1cc(C(=O)N2CCCC(Nc3ccc(C)c(C)c3)C2)nc(C)n1 (stereo not given),-2,-1,2,-5,0.0,-1,-4,0.5,-12
Cc1ccc(S(=O)(=O)N2CCOCC2)cc1NC(=O)COC(=O)COc1cccc2c1OC(C)(C)C2,5,-7,-4,-5,-0.2,-1,-8,0.2,-6
COc1cc2ccccc2cc1C(=O)Nc1ccc(NC(=O)c2cccs2)cc1,5,12,9,-1,-0.7,-4,4,3.3,3
Cc1ccc(Nc2nc(NCCO)nc3c2cnn3C)cc1Cl,3,2,16,6,-0.9,-5,3,0.5,12
Cc1ccc(NC2=C(Cl)C(=O)OC2OC(=O)c2ccccc2C)cc1 (stereo not given),0,14,4,-1,-0.1,-1,35,1.5,6
CCOc1ncccc1C(=O)OCc1ccc(Cl)cc1,-3,16,9,-9,0.0,-1,14,0.4,12
O=c1cnnc(Nc2ccccc2F)[nH]1,-7,4,7,4,0.6,-2,-6,0.9,0
Clc1ccccc1CNCc1ccncc1,-3,-2,1,-7,-0.2,-5,0,-0.2,11
CCOC(=O)C1(Cc2cccc(OC)c2)CCN(Cc2cccc(O)c2)CC1,-3,-8,-4,-1,-0.5,-3,-4,1.0,-15
COC(=O)c1ccc2c(c1)N(C)S(=O)(=O)c1cnc(SCC(=O)C(C)(C)C)nc1-2,1,-6,4,1,-0.7,-6,-1,-1.3,6
CCCCn1c(Cn2nc(C(=O)O)c3ccccc3c2=O)nc2cc(S(N)(=O)=O)ccc21,0,14,7,-5,-0.6,-7,-2,0.6,4
CC(C)C(NC(=O)c1c(F)cccc1F)C(=O)NCC(c1ccccc1)N(C)C (stereo not given),-1,-9,11,-1,-0.6,-5,-6,1.0,-2
CSc1ccc(S(=O)(=O)Nc2ccc(N3CCOCC3)c(Cl)c2)cc1,3,14,2,-8,0.1,-2,6,0.9,9
COc1ccc(NC(=O)CCOc2ccc(C)cc2)cc1S(=O)(=O)N1CCCCC1,9,-1,-7,-4,-0.1,1,12,-0.7,-59
Cc1cc(C)c(S(=O)(=O)n2c([N+](=O)[O-])cnc2C)c(C)c1,0,-5,4,-3,-0.3,-3,-2,0.5,8
Cc1c(C(=O)/C=C/N(C)C)nnn1-c1ccc(Cl)cc1Cl,-13,5,-6,-14,-0.1,-4,-8,0.4,-9
CCOC(=O)Cc1csc(NC(=S)NC(=O)CC(C)C)n1,5,2,10,-6,-0.3,-4,-3,0.5,24
Cc1nn(-c2ccc(F)cc2)c(C)c1CN1CCN(CCc2ccccc2)C(CCO)C1 (stereo not given),4,-12,-12,-6,-0.5,-2,-1,0.7,5
C=C1CC(C(=O)N/N=C/c2ccc(O)cc2)C1,1,0,4,5,0.0,-3,-12,1.0,7
N#CC1=C2SCCN2C(=O)C(C#N)C12CCCCC2 (stereo not given),-3,-8,6,3,-0.7,-10,-8,1.9,13
Cc1ccc(-c2nn(-c3ccc(F)cc3)cc2C(=O)NCC(c2cccs2)N2CCOCC2)cc1 (stereo not given),2,-1,-11,-8,-0.6,-6,21,0.9,-14
COc1ccc(NC(=O)c2ccc(C(=O)Nc3ccc(OC)cc3OC)cc2)c(OC)c1,1,-2,2,-5,-1.8,-7,-1,0.8,4
CCOC(=O)c1ccc(NCc2ccc3c(c2)OCO3)cc1,-3,-11,2,-6,-1.4,-9,17,0.4,-3
Cc1cc(C)c(S(=O)(=O)NCCc2cc3ccc(C)c(C)c3[nH]c2=O)c(C)c1,.,0,8,5,-1.3,-12,2,-0.2,6
O=C(NCCN1CCOCC1)C(=O)NCc1ccc2c(c1)OCO2,5,5,-11,-6,0.1,0,-6,-0.9,2
O=C(CSc1nc(O)cc(=O)n1-c1ccccc1)Nc1nc2ccccc2s1,2,-11,-28,-1,0.3,-5,2,1.3,8
CCc1nc2c(OCC(=O)c3ccc(F)cc3)cccn2c1N(C)C(=O)C(C)C,-4,14,-10,7,-0.2,-1,-1,-0.3,0
CCC(Sc1nnc(C)s1)C(=O)Nc1nccs1 (stereo not given),1,17,0,0,-0.3,-3,-4,1.4,-3
COc1ccccc1-c1c(C)oc2cc(OC(=O)c3ccco3)ccc2c1=O,-1,4,-10,0,0.1,1,11,-0.1,4
COc1cccc(OCc2cc(C(=O)N3CCCC3c3ccccn3)no2)c1 (stereo not given),4,8,-9,5,-0.3,-2,-7,0.7,-8
COc1ccccc1CNC(=O)C(=O)NCC1CCCN1S(=O)(=O)c1cccs1 (stereo not given),-7,8,-8,0,-0.2,-4,-2,0.2,-2
COc1cccc(NC(=O)c2ccc(-n3cccn3)nc2)c1,8,-23,0,-6,-0.9,-3,-4,-1.4,7
CC(C)N(C(=O)[C@H]1C[C@H](CC(=O)NCCN2CCOCC2)C(=O)N2CCc3c([nH]c4ccc(Cl)cc34)[C@]12C)C(C)C,-1,11,3,6,0.4,0,-3,0.8,-7
COc1cc2c(cc1NC(=O)c1cccc(F)c1)CCCC2,0,20,4,-1,-0.4,-4,12,-0.2,6
CCOC(=O)c1[nH]c2ccc(OC)cc2c1C,3,-7,3,3,-0.9,-13,-1,1.4,1
CCOC(=O)C1=C(C)NC(C)=C(C(=O)OCC)C1C(=O)OCC(=O)N1CCC(C)CC1,-1&-1,11&4,0&-6,-5&5,-0.4&-0.5,-8&-5,-2&-5,2.2&-0.2,0&8
COc1ccc(NC(=O)CN(C)C(=O)CSCc2c(C)noc2C)cc1,0,0,-6,2,-0.1,-2,-7,-0.2,-8
CCCc1nc(SCC(=O)NC2CC2)c2c(C)c(C)sc2n1,-4,-2,-13,7,-1.2,-7,-1,-0.2,-1
O=C(O)c1ccc(N2CCN(C(c3ccccc3)c3ccccc3)CC2)c([N+](=O)[O-])c1,-6,-14,8,2,-0.7,-6,5,1.0,-4
CCn1c(=O)c2ccccc2n(Cc2ccc([N+](=O)[O-])cc2)c1=O,1,26,14,4,0.4,-6,10,1.1,-3
CC(Sc1nccn1C)C(=O)Nc1ccccc1 (stereo not given),-1,6,9,-7,-0.6,-4,-4,0.2,5
CN(C)c1ccc(/C=C2\NC(=S)N(Cc3ccccc3)C2=O)cc1,-194,9,128,i,-0.4,0,-68,0.7,i
